Screens deposited in PubChem BioAssay by National Center for Advancing Translational Sciences (NCATS).
POLH inh – blocks human DNA polymerase eta activity. Q9Y253. recombinant Pol eta, fluorescent DNA replication assay. Potency, µM (highest dose often 114 µM), without a hit: top-dose activity change, negative = inhibition, hits mostly inhibitors. 390,000 tested, 1.2% active; note: potency is the fitted concentration of half-maximal effect; % is set by controls: 0 for no effect and ±100 for the full control effect
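Fluorescent replication assay: 50 nM final substrate added after a 15 min room-temperature compound preincubation with 10 nM enzyme. Signal taken at 0 min and again at 10 min.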
Tb PGK inh – T. brucei PGK inhibition | P07378 | PGK/GAPDH coupled, Kinase-Glo luminescence, 60 min | Potency, µM (titrated, usually from 57.5 µM), for the others: at the highest dose activity change, negative = inhibition, hits mostly inhibitors | 380,000 tested, 0.043% active | AID 602233; note: potency is the fitted concentration of half-maximal effect; % is set by controls: 0 for no effect and ±100 for the full control effect; nearly all actives have a fitted effect of over 60% in size
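Recombinant glycosomal PGK reaction used 1,3-bisphosphoglycerate generated in-well by GAPDH (100nM final) in 100mM TEA pH 7.6, 5mM MgCl2, 0.01% Tween-20. After 60 minutes at room temperature, ATP was read by Kinase-Glo Plus luminescence end-point.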
PI4K2A block – blocks human PI4K2A kinase activity. Q9BTU6. purified PI4K2A, ADP-Glo luminescence, 1 h; hits give low values. activity change, negative = inhibition, % at 76.9 µM. 420,000 tested, 0.13% active. AID 1346378; in the data active = activity change below about -50%; inconclusive = mostly about -30% to -49%;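 note: -100% = wells without enzyme as full effect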
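In this quantitative HTS, ADP production by PI4K2A was quantified luminescently after 1 h at ambient temperature; 100 microM adenosine served as plate-quality control.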
G9a inh – G9a (human) methyltransferase inhibition | Q96KQ7 | G9a H3K9 monomethylation, AlphaScreen, 2 h | Potency, µM (highest dose often 102 µM), inactives show top-dose activity, negative = inhibition, actives largely listed as inhibitors | 350,000 tested, 8.8% active | AID 504332; note: potency is the fitted concentration of half-maximal effect; % is set by controls: 0 for no effect and ±100 for the full control effect; nearly all actives have a fitted effect of over 75% in size
Target sequence (Q96KQ7 913-1193 limits assumed): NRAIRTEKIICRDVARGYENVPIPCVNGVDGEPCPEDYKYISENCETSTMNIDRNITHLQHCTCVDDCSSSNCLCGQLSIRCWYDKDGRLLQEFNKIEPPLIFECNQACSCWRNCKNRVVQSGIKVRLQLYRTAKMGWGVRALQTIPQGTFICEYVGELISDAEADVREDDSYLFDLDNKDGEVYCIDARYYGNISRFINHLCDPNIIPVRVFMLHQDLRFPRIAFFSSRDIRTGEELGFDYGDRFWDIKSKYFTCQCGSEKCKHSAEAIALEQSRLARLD
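G9a (20 nM) was preincubated 15 min with compound, then reacted 2 h at room temperature with 500 nM biotin-H3K9 peptide and 20 µM SAM. Monomethyl-H3K9 detected by AlphaScreen using anti-H3K9me1 antibody.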
Pin1 inh – human Pin1 inhibition; AID 504891; Pin1 FP peptide displacement, HiFluor488, 10 min; 390,000 tested, 0.009% active; Potency, µM (doses to about 115 µM), without a hit: at the top dose activity, negative = inhibition, hits mostly inhibitors; active = well fitted inhibition curve with a large enough effect in the polarisation, with a control signal flat, not every such curve was filed as active; inconclusive = small, poorly fitted or top-dose-only effect, or effect the other way, or a change in a side signal; inactive = no such curve, though single readings can be large or run the other way; the % refers to the polarisation; note: potency is the fitted concentration of half-maximal effect; % is set by controls: 0 for no effect and ±100 for the full control effect
GLS inh – blocks human kidney-isoform glutaminase activity; GLS enzymatic activity, qHTS titration; 410,000 tested, 0.21% active; AID 624170; Potency, µM (doses to about 45.5 µM), inactives show at the highest dose activity change, negative = inhibition, usual class: inhibitors; note: potency is the fitted concentration of half-maximal effect; % is set by controls: 0 for no effect and ±100 for the full control effect
Target sequence (O94925 whole entry, looked up, canonical isoform): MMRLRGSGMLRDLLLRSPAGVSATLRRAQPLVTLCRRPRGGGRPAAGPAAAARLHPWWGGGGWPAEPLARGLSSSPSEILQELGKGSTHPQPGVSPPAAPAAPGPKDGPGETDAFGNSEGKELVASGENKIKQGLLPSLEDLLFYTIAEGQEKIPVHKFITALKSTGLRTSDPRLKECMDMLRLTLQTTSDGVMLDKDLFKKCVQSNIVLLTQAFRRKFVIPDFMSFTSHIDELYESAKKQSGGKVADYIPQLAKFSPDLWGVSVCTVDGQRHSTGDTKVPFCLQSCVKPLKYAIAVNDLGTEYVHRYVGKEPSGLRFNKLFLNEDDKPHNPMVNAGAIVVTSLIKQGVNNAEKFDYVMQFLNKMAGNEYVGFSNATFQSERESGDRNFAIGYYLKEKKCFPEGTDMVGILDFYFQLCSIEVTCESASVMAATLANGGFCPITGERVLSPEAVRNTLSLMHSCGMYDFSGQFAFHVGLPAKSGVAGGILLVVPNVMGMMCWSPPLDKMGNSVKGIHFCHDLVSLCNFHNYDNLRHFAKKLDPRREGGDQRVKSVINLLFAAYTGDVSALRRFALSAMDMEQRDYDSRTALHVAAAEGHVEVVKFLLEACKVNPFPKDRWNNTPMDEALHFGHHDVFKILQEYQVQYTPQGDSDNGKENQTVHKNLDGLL
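Human kidney-isoform GLS in 45 mM KH2PO4 pH 8.2, 0.02% Tween-20, with compound, started with 1mM L-Glutamine (added stock). Glutamate oxidase/HRP/Amplex red coupled fluorescence read at start and after 30 min at RT.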
BAZ2B block – BAZ2B (human) inhibition | Q9UIF8 | Potency, µM (top dose mostly 114 µM), inactives show at the top dose activity change, negative = inhibition, most hits filed as inhibitors | AlphaScreen BAZ2B-H3K14Ac peptide displacement | 360,000 tested, 4.4% active; note: potency is the fitted concentration of half-maximal effect; % is set by controls: 0 for no effect and ±100 for the full control effect; nearly all actives have a fitted effect of over 60% in size
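Inhibition is scored as reduced AlphaScreen emission. The BAZ2B/b-H3(5-23)K14Ac complex (50 nM each) in PBS pH 7.4, 0.01% Tween-20 meets compound (up to 110 uM) for 30 min at RT before bead addition.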
HP1b binding inh – inhibitors of HP1-beta chromodomain binding to methylated histone tails | P83916 | 390,000 tested, 0.56% active | AlphaScreen HP1-beta / biotin-H3K9me3 peptide binding | Potency, µM (series often up to 114 µM), for inactives: at the highest dose activity change, negative = inhibition, most hits filed as inhibitors; note: potency is the fitted concentration of half-maximal effect; nearly all actives have a fitted effect of over 70% in size; inactives centre near 23
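Compound inhibition of the preformed complex between 50 nM HP1-beta and 50 nM biotinylated H3K9me3 peptide was read by AlphaScreen. Buffer was PBS pH 7.4 with 0.01% Tween-20. Incubations ran 30 min at room temperature, with 10 ug/mL donor/acceptor beads.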
JMJD2A Tudor – inhibitors of human JMJD2A Tudor domain; O75164; AlphaScreen JMJD2A-Tudor / H3K4me3 peptide binding; Potency, µM (top dose mostly 114 µM), without a hit: at the top dose activity change, negative = inhibition, most hits filed as inhibitors; 390,000 tested, 4.4% active; note: potency is the fitted concentration of half-maximal effect; % is set by controls: 0 for no effect and ±100 for the full control effect; nearly all actives have a fitted effect of over 50% in size
* = called active by the depositor; i = inactive; ? = inconclusive; nt = not tested or not shown; & = joins results of further samples; [ ] = remark or other dose. Unless noted, calls come from the whole dose curve; as a rule, active = well fitted curve in the direction sought with a large enough effect; inconclusive = small, poorly fitted or top-dose-only effect, or another doubt; inactive = no such curve, though single readings can be large; an effect the other way counts as inactive or inconclusive. Not all compounds are listed. The share of hits here may be higher or lower than overall.

Key to letters: A = POLH inh; B = Tb PGK inh; C = PI4K2A block; D = G9a inh; E = Pin1 inh; F = GLS inh; G = BAZ2B block; H = HP1b binding inh; I = JMJD2A Tudor
COc1ccccc1NCC(=O)N/N=C(\C)c1ccc(Br)s1
  A: -3.1% | B: -7.1% | C: 0.4 | D: ? | E: 3.5% | F: 15.1% | G: -4.4% | H: 20.7% | I: -11.6%

CSCCC(NC(=O)COc1ccccc1)C(=O)N1CCCC(C)C1 (stereo not given)
  A: -8.9% | B: -1.8% | C: -2.8 | D: 60.6%[activator] | E: -1.8% | F: 10.5% | G: -1.2% | H: 14.4% | I: -8.3%

Cc1ccccc1CC(=O)NC1CCCc2ccccc21 (stereo not given)
  A: -17.9% | B: i | C: 1.2 | D: nt | E: -2.3% | F: -0.7% | G: ? | H: 18.9% | I: -0.7%

Cc1sc(NC(=O)c2ccccc2)c(C(c2ccccn2)N2CCN(CCO)CC2)c1C (stereo not given)
  A: -19.9% | B: 5.4% | C: 3.0 | D: ? | E: -0.6% | F: -10.6% | G: ? | H: -9.2% | I: -35.9%

COc1ccc(C(=O)Nc2ccc3ccccc3n2)c(OC)c1OC
  A: -0.9% | B: -1.2% | C: -2.0 | D: nt | E: 6.9% | F: -0.6% | G: ? | H: 46.2%[activator] | I: -3.0%

COc1ccc(-c2nc3n(c(=O)c2C#N)CCS3)cc1
  A: 5.0% | B: -5.9% | C: -17.6 | D: -32.7% | E: 15.4% | F: 1.1% | G: 19.2% | H: 13.2% | I: 4.1%

CCc1nnc2c(N(C)C)nc3ccccc3n12
  A: -17.4% | B: i | C: 1.0 | D: 1.4%[59 µM] | E: -0.1% | F: -15.5% | G: 7.7% | H: ? | I: 5.4%

CCNc1nc(Oc2ccc(Cl)cc2Cl)cc(C(F)(F)F)n1
  A: -4.7% | B: -6.0% | C: 2.2 | D: 73.3%[activator][59 µM] | E: -2.3% | F: nt | G: 194.5%[activator] | H: 167.2%[activator] | I: 213.7%[activator]

Cc1c(C)c2ccc(OC(C)C(=O)NCCN3CCOCC3)c(C)c2oc1=O (stereo not given)
  A: -20.2% | B: i | C: -2.0 | D: 26.2% | E: -6.3% | F: 0.9% | G: -20.7% | H: 43.3%[activator] | I: -13.1%

CCOC(=O)c1nn(C)c(=S)n(C)c1=O
  A: -10.2% | B: -8.9% | C: 3.0 | D: nt | E: -4.8% | F: -1.6% | G: nt | H: 30.9% | I: -5.5%

COc1ccc(CCNC(=O)CCn2c(=O)c3ccccc3n(CC(=O)Nc3ccc(C)cc3C)c2=O)cc1OC
  A: 1.1% | B: -7.0% | C: -5.4 | D: 21.6%[59 µM] | E: 39.9%[activator] | F: 1.1% | G: 20.3% | H: 52.5%[activator] | I: -27.3%

NC(=O)c1ccc(Oc2ncc(C(F)(F)F)cc2Cl)cc1
  A: -3.9% | B: -0.3% | C: -10.1 | D: 10.4% | E: -4.8% | F: -6.8% | G: -1.8% | H: 17.5% | I: -21.1%[57.1 µM]

COc1cccc(-c2nc3ccccc3c(=O)n2NC(=O)c2cccnc2Cl)c1
  A: -21.4% | B: 7.5% | C: 0.0 | D: 14.1%[59 µM] | E: -1.5% | F: -1.1% | G: 4.6% | H: 32.9% | I: -5.5%

COc1ccc(N(CC(=O)Nc2ccc3c(c2)OCCO3)S(=O)(=O)c2c(C)nn(C)c2C)cc1
  A: -10.7% | B: -4.1% | C: 4.6 | D: -45.0% | E: -2.2% | F: -1.0% | G: -13.8% | H: 15.4% | I: -17.9%

Cc1cc(C(=O)OC(C)C(=O)Nc2cccc(Cl)c2)on1 (stereo not given)
  A: -12.9% | B: i | C: -0.8 | D: -0.2% | E: 0.4% | F: -8.9% | G: 14.7% | H: -13.2% | I: -13.3%

CCCC(C(=O)NC1CCCC1)N(Cc1ccc(F)cc1)C(=O)c1snc(C(N)=O)c1N (stereo not given)
  A: -14.9% | B: -7.3% | C: -3.7 | D: ? | E: -6.3% | F: -1.2% | G: 0.0% | H: 25.3% | I: -4.3%

O=C(CSc1nc(C(F)(F)F)cc(=O)[nH]1)Nc1ccc2c(c1)OCCO2
  A: -2.0% | B: 4.0% | C: -6.9 | D: 0.8% | E: 2.4% | F: 8.4% | G: 5.4% | H: 19.0% | I: 2.1%

COc1ccc(N(C)S(=O)(=O)c2c(C)[nH]c(=O)[nH]c2=O)cc1
  A: -5.0% | B: 1.9% | C: 0.6 | D: 32.4%[12.7 µM] | E: -0.4% | F: 4.2% | G: 8.6% | H: 17.0% | I: ?

CC1=N/C(=C\c2ccccc2Cl)C(=O)O1
  A: -24.6% | B: -1.9% | C: -7.0 | D: nt | E: 0.3% | F: 3.1% | G: nt | H: 18.4% | I: -5.4%

CCOCCn1c(CN2CCN(CC)CC2)nc2c1c(=O)n(C)c(=O)n2C
  A: -8.0% | B: -10.3% | C: -1.8 | D: -9.6% | E: 4.4% | F: -5.6% | G: 4.8% | H: 57.7%[activator] | I: -6.2%

N#CCCN(C(=O)COC(=O)CNS(=O)(=O)c1ccc2ccccc2c1)c1ccccc1
  A: -13.5% | B: -6.1% | C: 7.5 | D: ? | E: -1.2% | F: -8.3% | G: 2.9% | H: 35.4% | I: 6.1%

COc1cc(O)c(C(CC(=O)N2CCOCC2)c2cc(OC)c(OC)c(OC)c2)c(OC)c1 (stereo not given)
  A: -3.5% | B: 9.8% | C: 0.0 | D: 21.4%[59 µM] | E: -13.8%&-0.1% | F: 8.5% | G: 3.0% | H: 9.4%&25.8% | I: -15.9%&-9.9%

O=C(/C=C/c1ccccc1)Nc1cccc(C(=O)NCCCCc2ccccc2)c1
  A: -18.5% | B: 4.1% | C: -1.4 | D: nt | E: 12.2% | F: -4.9% | G: nt | H: 36.1% | I: -12.3%

Part of the list above, reduced to POLH inh, GLS inh and Tb PGK inh:
compound,POLH inh,GLS inh,Tb PGK inh
COc1cccc(-c2nc3ccccc3c(=O)n2NC(=O)c2cccnc2Cl)c1,-21.4%,-1.1%,7.5%
COc1ccc(N(CC(=O)Nc2ccc3c(c2)OCCO3)S(=O)(=O)c2c(C)nn(C)c2C)cc1,-10.7%,-1.0%,-4.1%
Cc1cc(C(=O)OC(C)C(=O)Nc2cccc(Cl)c2)on1 (stereo not given),-12.9%,-8.9%,i
CCCC(C(=O)NC1CCCC1)N(Cc1ccc(F)cc1)C(=O)c1snc(C(N)=O)c1N (stereo not given),-14.9%,-1.2%,-7.3%

Quoted at random: 3 entries already listed
Key to letters: A = POLH inh; B = Tb PGK inh; C = PI4K2A block; D = G9a inh; E = Pin1 inh; F = GLS inh; G = BAZ2B block; H = HP1b binding inh; I = JMJD2A Tudor
COc1ccc(N(CC(=O)Nc2ccc3c(c2)OCCO3)S(=O)(=O)c2c(C)nn(C)c2C)cc1
  A: -10.7% | B: -4.1% | C: 4.6 | D: -45.0% | E: -2.2% | F: -1.0% | G: -13.8% | H: 15.4% | I: -17.9%

N#CCCN(C(=O)COC(=O)CNS(=O)(=O)c1ccc2ccccc2c1)c1ccccc1
  A: -13.5% | B: -6.1% | C: 7.5 | D: ? | E: -1.2% | F: -8.3% | G: 2.9% | H: 35.4% | I: 6.1%

COc1ccc(C(=O)Nc2ccc3ccccc3n2)c(OC)c1OC
  A: -0.9% | B: -1.2% | C: -2.0 | D: nt | E: 6.9% | F: -0.6% | G: ? | H: 46.2%[activator] | I: -3.0%
